Compound activity from PubChem.
SENP8 block: inhibitors of human SENP8 protease | Q96LD8 | AID 602440 | 360,000 compounds, 0.64% hits | inhibition, % at 20 µM | recombinant SENP8, Nedd8 substrate fluorescence; in the data active = inhibition mostly above about 40%, no sharp cut-off; inactive = mostly below about 27%
Target sequence (Q96LD8 whole entry, looked up): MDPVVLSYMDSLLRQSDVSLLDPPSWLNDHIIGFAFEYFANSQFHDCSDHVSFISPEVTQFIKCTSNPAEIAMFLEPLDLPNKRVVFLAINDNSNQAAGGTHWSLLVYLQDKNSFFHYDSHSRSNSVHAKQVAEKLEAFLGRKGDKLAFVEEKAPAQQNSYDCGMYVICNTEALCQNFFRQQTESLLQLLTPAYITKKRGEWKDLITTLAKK
SENP1 FRET inh: inhibitors of human SENP1 SUMO protease catalytic domain | inhibition, % at 10 µM | AID 624204 | recombinant SENP1 catalytic domain, CyPet-SUMO1-YPet FRET cleavage | 360,000 compounds, 0.21% hits | Q9P0U3;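 active = inhibition at least 30% at 10 µM, raw YFP signal under a set limit, fluorescence ratio 0.5 to 1.5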;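 note: 0% = enzyme with DMSO and 100% = no enzyme wells; some results filed as inactive read as strong as hits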
Target sequence (Q9P0U3 419-644 limits assumed): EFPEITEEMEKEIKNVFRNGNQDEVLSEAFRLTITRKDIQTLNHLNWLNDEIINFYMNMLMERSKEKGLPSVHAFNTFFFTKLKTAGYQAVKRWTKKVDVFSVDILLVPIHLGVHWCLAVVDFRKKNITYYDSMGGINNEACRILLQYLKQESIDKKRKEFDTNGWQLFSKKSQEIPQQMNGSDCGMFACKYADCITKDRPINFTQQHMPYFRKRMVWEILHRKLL
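Test system: human SENP1 catalytic domain; medium: Tris pH 8 buffer plus EDTA, NaCl, BME, BSA, NP40, catalase; incubation: 50 min reaction at room temperature; technique: FRET, CFP and YFP emission; controls: no-enzyme low control and enzyme-plus-DMSO high control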
SENP6 block: blocks the human protease SENP6. 330,000 compounds, 1.8% hits. AID 2599. inhibition, % at 10 µM. Recombinant SENP6 catalytic domain, aminoluciferin luminescence. Q9GZR1;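 active = inhibition above about 50% at the single tested dose, limit read from the data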;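 note: plate controls were DMSO wells with enzyme for no effect and DMSO wells lacking enzyme for full effect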
Target sequence (Q9GZR1 628-1112 limits assumed): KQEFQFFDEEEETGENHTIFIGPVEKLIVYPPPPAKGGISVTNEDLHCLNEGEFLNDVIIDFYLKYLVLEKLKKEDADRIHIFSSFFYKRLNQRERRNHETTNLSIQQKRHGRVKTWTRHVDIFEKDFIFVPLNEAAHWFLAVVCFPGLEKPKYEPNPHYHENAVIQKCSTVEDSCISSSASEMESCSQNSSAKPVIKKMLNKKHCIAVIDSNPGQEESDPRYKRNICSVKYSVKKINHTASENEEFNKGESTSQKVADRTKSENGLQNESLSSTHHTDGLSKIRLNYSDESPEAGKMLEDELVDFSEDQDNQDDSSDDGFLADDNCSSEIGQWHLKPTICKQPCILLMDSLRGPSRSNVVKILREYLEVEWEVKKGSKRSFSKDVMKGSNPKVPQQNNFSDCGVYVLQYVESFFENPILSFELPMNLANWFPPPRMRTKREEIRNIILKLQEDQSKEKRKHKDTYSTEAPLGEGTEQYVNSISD
hIAP activ: increases human intestinal alkaline phosphatase activity; P09923; purified human IAP, CDP-Star luminescence, 30 min; active compounds read high; 1 = vehicle-only enzyme, 0 = enzyme-free background; activation factor at 10 µM; 330,000 compounds, 0.16% hits; AID 2524;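 active = activation factor of the enzyme at least 2-fold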; note: the source names both 10 and 20 µM as test concentration; values of inactives mirror those of a sister screen read the other way
ATG4B inh: inhibitors of human ATG4B cysteine protease | 340,000 compounds, 0.51% hits | ATG4B cleavage of LC3-PLA2, NBD-HPC fluorescence, 1 h | inhibition, % at 8.33 µM; in the data active = inhibition above about 40%
GRIN3A LBD mod: modulates the human NR3A ligand-binding domain | NR3A LBD differential scanning fluorimetry, Tm shift; 0% = protein alone, 100% = glycine-bound protein | Tm shift relative to glycine control, % at 25 µM | 340,000 compounds, 2.5% hits;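 active = melting temperature shift of at least 10% of the positive control shift, at one fixed dose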
PfG6PD inh: PfG6PD (Plasmodium falciparum) enzyme inhibition. PfGluPho enzyme, NADPH resazurin-diaphorase fluorescence. 350,000 compounds, 0.78% hits. inhibition, % at 20 µM;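 active = inhibition reaching at least a set limit at 20 µM in the primary screen, cut at about 59% in these data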;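 note: 0% = DMSO wells with substrate and 100% = DMSO wells lacking glucose-6-phosphate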
MPTP inh: blocks calcium-induced mitochondrial swelling. isolated mouse mitochondria, Ca2+ swelling absorbance, 30 min. inhibition, % at 10 µM. 360,000 compounds, 1.4% hits;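 active = inhibition of 50% or more, scaled per plate between neutral and stimulator controls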;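 note: 0% = DMSO wells given calcium and 100% = 1 mM EGTA wells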
Starred values were filed as active, the others as inactive; i = inactive; . = no result given. The list is partial; rates above refer to the full screens.

item | SMILES | MPTP inh | SENP8 block | GRIN3A LBD mod | SENP6 block | PfG6PD inh | SENP1 FRET inh | hIAP activ | ATG4B inh
1 | COCCCn1c(N)c(C(=O)OC(C)COC)c2nc3ccccc3nc21 (configuration not stated) | -2.0 | i | 0 | 7 | 0 | -125 | 0.93 | -5
2 | CCOc1ccc(N2C(=O)NC(=O)/C(=C\c3ccc(N4CCOCC4)cc3C)C2=O)cc1 | 5.8 | 4 | -2 | -12 | 8 | -4 | 1 | -1
3 | CCC(C)NC(=O)c1c(N)n(Cc2ccc3c(c2)OCO3)c2nc3ccccc3nc12 (configuration not stated) | 6.0 | i | 15* | 90* | 48 | -18 | 0.81 | -11
4 | COC(=O)C1=C(c2ccc3ccccc3c2)C[C@@H]2CC[C@H]1N2C(=O)NCc1ccc(C(F)(F)F)cc1 | -0.3 | 16 | -9 | -16 | 7 | 1 | 0.98 | -8
5 | CCCNC(=O)N1[C@H]2CC[C@@H]1C(C(=O)OC)=C(c1cccc(C#N)c1)C2 | -0.9 | 6 | -3 | -1 | -12 | 2 | 0.87 | 5
6 | COC(=O)C1=C(c2ccc(OC)c(OC)c2)C[C@@H]2CC[C@H]1N2C(=O)NC1Cc2ccccc2C1 | 0.2 | -1 | 0 | -23 | 0 | 3 | 1 | 0
7 | COC(=O)N1C(c2ccccc2)C1c1ccccc1 (configuration not stated) | -0.6 | 9 | -1 | -16 | -1 | 1 | 0.94 | 5
8 | CCC(=O)N1CCN(CCN=Cc2c(O)n(C)c(=O)n(C)c2=O)CC1 | -0.9 | 18 | 2 | -1 | -16 | 0 | 1.1 | 3
9 | O=C(O)c1c[nH]c2ccc(S(=O)(=O)N(CCCl)CCCl)cc12 | 1.1 | 0 | -2 | 6 | -23 | 2 | 1.1 | 1
10 | Cc1ccc2[nH]c(C)c(CCNCc3ccco3)c2c1 | 0.8 | -12 | 0 | -21 | 0 | -21 | 1.2 | -8
11 | COc1ccc(C2(C#N)CC[N+](C)(C)CC2)cc1 | -2.6 | 15 | 1 | -5 | -16 | -1 | 0.8 | -7
12 | Cc1ccc(-c2cc(C(=O)N3CCC4(CC3)OCCO4)no2)cc1 | 0.5 | 18 | 0 | -14 | -10 | 3 | 1 | 6
13 | O=C(Cn1nc(Cc2cccnc2)c2ccccc2c1=O)N1CCC2(CC1)OCCO2 | -1.6 | 11 | 1 | -2 | 0 | 0 | 1.1 | -6
14 | COc1ccc(S(=O)(=O)N2CCOCC2)cc1NC(=O)COC(=O)Cc1ccccc1 | -0.6 | -1 | -1 | 6 | -17 | 2 | 1 | -11
15 | CC(C)CC12CN3CCN(CC(C3)C1O)C2 (configuration not stated) | 0.3 | 9 | 2 | 0 | -3 | -2 | 0.78 | 1
16 | COC(=O)C1=C(c2cccc(OC)c2OC)C[C@@H]2CC[C@H]1N2C(=O)N1CCC(O)CC1 | -3.1 | 8 | 2 | -17 | 6 | 2 | 0.89 | -7
17 | C[C@H]1CC[C@@H]2[C@@H](C)[C@H]3[C@H](C[C@H]4[C@@H]5CC=C6C[C@@H](O[C@@H]7O[C@H](CO)[C@H](O)[C@H](O[C@@H]8O[C@H](CO)[C@@H](O)[C@H](O)[C@H]8O)[C@H]7O[C@@H]7O[C@@H](C)[C@H](O)[C@@H](O)[C@H]7O)CC[C@]6(C)[C@H]5CC[C@]34C)N2C1 | -1.9 | 14 | -5 | -5 | -4 | -79 | 1.1 | -12
18 | Cc1cc2ccccn2c1C(C[N+](=O)[O-])c1c(F)cccc1Cl (configuration not stated) | 7.6 | 3 | -3 | -25 | 28 | 2 | 1 | 13
19 | COc1ccc(NP2(=O)NCCCN2)cc1 | 0.2 | 13 | 0 | . | 16 | 5 | . | -5
20 | CN1CCN(c2ncnc(Cl)c2N)CC1 | -1.3 | 18 | 3 | . | -9 | -1 | . | -1
21 | COc1cc2c(ccc3c4cc(OC)c(OC)cc4c[n+](C)c23)cc1O | 0.9 | -62 | -1 | . | 41 | -11 | . | -13
22 | NC(=O)OCCSc1nnc(-c2cccc(C(N)=S)c2)o1 | -1.4 | 13 | 2 | -4 | -11 | 1 | 1 | 5
23 | C#CCNc1ccncc1S(=O)(=O)NC(=O)NC(C)C | -3.0 | 7 | 3 | -17 | 8 | -5 | 1.3 | -8
24 | COc1ccccc1N1C(=O)NC(=O)/C(=C/c2ccc([N+](=O)[O-])s2)C1=O | . | . | -4 | 32 | 72* | . | 1.7 | -6
25 | CCCC[n+]1cc(/N=C(\[O-])OC)on1 | -2.9 | 4 | -1 | -8 | -5 | 0 | 1.1 | -7
26 | COC(=O)C1=C(c2ccc(F)cc2OCc2ccccc2)C[C@@H]2CC[C@H]1N2C(=O)NCc1ccc(Cl)cc1 | -1.0 | 8 | -3 | -6 | 0 | 3 | 1.1 | 4
27 | CCC(=NCCCO)c1c(O)n(-c2ccc(OC)cc2)c(=O)[nH]c1=O | 2.3 | 21 | -1 | 1 | 8 | 0 | 1 | 0
28 | CC(C)c1ccc(NC(=O)CCNC(=O)N2C[C@H]3C[C@@H](C2)c2cccc(=O)n2C3)cc1 | 0.0 | 7 | 1 | -13 | 15 | 2 | 0.94 | -35
29 | COC(=O)C1=C(c2cccc(C#N)c2)C[C@@H]2CC[C@H]1N2C(=O)NC1CC1 | -0.5 | 8 | -1 | 3 | -17 | 1 | 0.95 | 9
30 | O=c1c2ccccc2nc(-c2ccco2)n1-c1nccs1 | 1.5 | -89 | 1 | -17 | -8 | -1 | 1.1 | -5
31 | CN1CCN(c2ccc3nccnc3c2)CC1 | -1.1 | 16 | 0 | 0 | 1 | 14 | 1.1 | -5
32 | COc1cccc2c1C(=O)c1c(O)c3c(c(O)c1C2=O)CC(O)(C(C)=NO)CC3OC1CC(N)C(O)C(C)O1 (configuration not stated) | -0.1 | 29 | -16 | . | -6 | 107 | . | -11
33 | CCCC1=C(C(=O)OCC)C2(C(=O)Nc3ccccc32)C(C#N)=C(N)O1 (configuration not stated) | -1.1 | 1 | -2 | -8 | -13 | 0 | 1.1 | -1
34 | COc1ccc(OC)c(-n2c(O)c(/C=C3\C(C)=Nc4ccccc43)c(=O)[nH]c2=O)c1 | 4.0 | 11 | 3 | -21 | 6 | 82* | 0.94 | -5
35 | CCC(=NCc1cccnc1)c1c(O)n(-c2ccccc2C)c(=O)[nH]c1=O | 1.6 | 28 | 0 | -1 | -8 | -2 | 1.1 | 9
36 | COc1ccccc1CC(=O)N1CCN(CCc2ccccc2)CC1 | 6.3 | -2 | 1 | 20 | -2 | -4 | 1.2 | 4
37 | COc1ccc2c(c1)C13CCCC[C@@H]1C(C2)N(C)CC3 (some centres not stated) | -1.6 | 1 | 0 | -20 | 2 | 1 | 0.82 | -7
38 | CC1CN=C(NCc2ccccc2)S1 (configuration not stated) | -0.3 | 17 | -1 | -3 | -1 | 1 | 1.3 | -15
39 | COC(=O)C1=C(c2ccc(F)cc2F)C[C@@H]2CC[C@H]1N2C(=O)NCCO | 0.6 | 4 | 2 | -10 | 3 | 2 | 0.98 | -4
40 | Oc1ccccc1CN(CCc1ccccc1)Cc1ccccc1 | -0.3 | 18 | 2 | 10 | 3 | 0 | 0.97 | 8
41 | COc1ccc(OC)c(-n2c(O)c(/C=C3\C=Nc4ccccc43)c(=O)[nH]c2=O)c1 | 0.3 | -6 | -23 | -20 | 29 | -3 | 0.89 | 6
42 | Nc1ccc(Br)cc1 | -0.4 | 20 | -1 | . | -1 | -1 | . | -27
43 | COc1cccc(NP(=O)(Oc2ccc(Cl)cc2)Oc2ccc(Cl)cc2)c1 | 48 | 8 | -18 | -8 | 36 | 1 | 0.86 | 6
44 | CC1(C)C2CC=C(CN3CCC(O)CC3)C1C2 (configuration not stated) | -0.3 | 6 | -2 | -6 | -22 | 0 | 0.81 | 5
45 | Oc1ccccc1-[n+]1c(-c2ccccc2)cc(-c2ccccc2)c(O)c1-c1ccccc1 | 1.0 | -102 | -5 | -17 | 10 | -47 | 1.1 | -12
46 | CC1=C2[C@@H]3OC(=O)[C@H](C)C3CC[C@@]2(C)C=CC1=O (some centres not stated) | 0.1 | 13 | 1 | -28 | 4 | 2 | 1 | -6
47 | COc1cccc(N2C(=O)/C(=C/c3ccc(C)o3)C(=O)NC2=S)c1 | 1.4 | 9 | 0 | -6 | 17 | -12 | 1.2 | 14
48 | CCN1CCN(Cc2nnnn2C(C)(C)C)CC1 | . | . | 1 | 5 | -3 | . | 0.91 | -5
49 | Nc1ccc(C2(c3ccc(N)cc3)CCCCC2)cc1 | -1.9 | 4 | -1 | -9 | -1 | 0 | 0.91 | -3
50 | Clc1ccc2c(N3CCNCC3)ccnc2c1 | -0.1 | 18 | 0 | 2 | 4 | 0 | 1 | 1
51 | O=C(Nc1ccc(F)cc1)N1CC2CC(C1)c1cccc(=O)n1C2 (configuration not stated) | -1.0 | 18 | 0 | -1 | -6 | 2 | 1.2 | -2
52 | COCCOC(=O)c1c(N)n(Cc2ccco2)c2nc3ccccc3nc12 | 2.1 | -470 | -2 | 15 | 30 | -14 | 1.2 | 0
53 | COc1cc(/C=C/[N+](=O)[O-])ccc1O | 5.0 | 17 | -3 | -5 | 41 | 3 | 0.76 | 0
54 | CC(C)c1onc(C(=O)N2CCC3(CC2)OCCO3)c1[N+](=O)[O-] | 0.3 | 15 | 16* | -6 | -5 | 2 | 1.1 | 1
55 | CCC(Oc1cc(Cl)ccc1Cl)C(=O)N1CCC2(CC1)OCCO2 (configuration not stated) | 2.2 | 9 | 1 | -6 | -12 | 1 | 1 | 4
56 | FC(F)(F)c1ccc2c(c1)ncn2C1CCN(Cc2nnnn2C2CCCCC2)CC1 | 0.2 | 26 | -4 | 16 | 14 | 3 | 1 | -24
57 | CCCN1CCC[C@@H]2Cc3nc(N)ncc3C[C@H]21 | . | . | 1 | -10 | 5 | . | 1 | 2
58 | CC(=O)O[C@H]1CC[C@]2(C)C3CC[C@@]4(C)C(C[C@@H](O)[C@@H]4O)C3[C@@H](OC(C)=O)C[C@H]2C1 (some centres not stated) | -1.7 | 9 | . | . | -23 | -1 | . | .
59 | CN1CCc2nc3sc(C(=O)NC4CC4)c(N)c3cc2C1 | 1.2 | -96 | 0 | 11 | 28 | -13 | 1 | -11
60 | O=C(CNS(=O)(=O)c1cccs1)N1CCC2(CC1)OCCO2 | 1.3 | 9 | -3 | 5 | 3 | 4 | 1 | 5

Sorted by heavy-atom count (largest number first): three of the compounds above
item | SMILES | MPTP inh | SENP8 block | GRIN3A LBD mod | SENP6 block | PfG6PD inh | SENP1 FRET inh | hIAP activ | ATG4B inh
14 | COc1ccc(S(=O)(=O)N2CCOCC2)cc1NC(=O)COC(=O)Cc1ccccc1 | -0.6 | -1 | -1 | 6 | -17 | 2 | 1 | -11
52 | COCCOC(=O)c1c(N)n(Cc2ccco2)c2nc3ccccc3nc12 | 2.1 | -470 | -2 | 15 | 30 | -14 | 1.2 | 0
22 | NC(=O)OCCSc1nnc(-c2cccc(C(N)=S)c2)o1 | -1.4 | 13 | 2 | -4 | -11 | 1 | 1 | 5

Carrying on.
item | SMILES | MPTP inh | SENP8 block | GRIN3A LBD mod | SENP6 block | PfG6PD inh | SENP1 FRET inh | hIAP activ | ATG4B inh
61 | O=C(O)CP(=O)(O)c1ccc(Cl)cc1 | 0.9 | 11 | -2 | -13 | -7 | 1 | 0.98 | -2
62 | COc1ccccc1CN1CCCC(C(=O)c2ccccc2SC)C1 (configuration not stated) | 2.7 | 18 | 1 | -18 | 4 | 1 | 0.96 | -5
63 | CC(=O)Nc1ccc(C=C2C(=O)NC(=O)NC2=O)cc1 | 0.3 | -8 | -1 | . | -15 | -3 | . | -1
64 | CC(NCc1cccc(Cl)c1Cl)C(O)c1ccccc1 (configuration not stated) | 72* | 4 | -2 | 7 | 14 | 0 | 0.96 | -3
65 | O=C(C1CCCO1)N1CCC2(CC1)OCCO2 (configuration not stated) | -0.5 | 5 | 1 | -14 | -9 | -2 | 1.2 | 4
66 | CCC1C(c2ccccc2)NC(c2ccccc2)CC1(O)c1ccc(F)cc1 (configuration not stated) | 8.5 | 15 | -1 | -2 | 14 | 1 | 1.1 | -7
